Screens from PubChem.
RGS7-Gao: human RGS7-Galphao interaction regulation | P09471 | Multiplexed bead flow cytometry, RGS7-Galphao binding; actives lie on both sides | binding response (% of control), % at 10 µM | 220,000 tested, 0.35% active; in the data active = binding response below about 49% or above about 150%; inconclusive = no clear call, values can overlap the other calls; inactive = in between;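 also: fluorescent Galphao held in activated GDP-AlF4 state binding bead-coupled RGS7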
Bcl-B Bim block: disrupts Bim peptide binding to human Bcl-B; Q9HD36; bead-based flow cytometry; inhibition, % at 10 µM; 190,000 tested, 0.073% active;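 also: 0% = tracer peptide without compound and 100% = reference inhibitor peptide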
Target sequence (Q9HD36 whole entry, looked up): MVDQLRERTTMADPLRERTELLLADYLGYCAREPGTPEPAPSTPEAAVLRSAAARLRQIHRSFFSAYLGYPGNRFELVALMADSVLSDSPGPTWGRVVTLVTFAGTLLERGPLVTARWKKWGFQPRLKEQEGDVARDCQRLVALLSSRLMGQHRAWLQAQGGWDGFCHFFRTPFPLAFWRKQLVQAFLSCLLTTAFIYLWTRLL
Bcl-XL Bim block: disrupts Bim peptide binding to human Bcl-XL. Q07817. AID 1007. 190,000 tested, 0.04% active. bead flow cytometry, fluorescence. inhibition, % at 10 µM
Target sequence (Q07817 whole entry, looked up): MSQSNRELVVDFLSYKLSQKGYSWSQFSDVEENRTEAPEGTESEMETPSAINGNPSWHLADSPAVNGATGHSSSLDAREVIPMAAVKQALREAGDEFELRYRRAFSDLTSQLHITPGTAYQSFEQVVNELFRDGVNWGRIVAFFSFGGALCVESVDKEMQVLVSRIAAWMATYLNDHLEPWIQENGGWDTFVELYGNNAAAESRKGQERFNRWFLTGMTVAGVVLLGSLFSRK
Bim-Bfl-1: human Bim-Bfl-1 interaction inhibition. Q16548. Bead-based flow cytometry, Bim-Bfl-1 binding inhibition. inhibition, % at 10 µM. 190,000 tested, 0.12% active;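 also: 0% = wells without compound plus tracer and 100% = blocker peptide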
Mcl1-Bid inh: disrupts binding of human Mcl-1 to Bid peptide. Q07820. TR-FRET Mcl-1/Bid-Dy647 peptide binding, 1536-well. inhibition, % at 21.7 µM. 220,000 tested, 0.97% active. AID 1021;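 active = compounds that cut the binding signal by more than half at the single screening dose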;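 also: His-tagged Mcl-1 with europium anti-His antibody binding Bid BH3 peptide; 0% = Mcl-1 plus peptide wells and 100% = peptide-only wells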
Target sequence (Q07820 whole entry, looked up): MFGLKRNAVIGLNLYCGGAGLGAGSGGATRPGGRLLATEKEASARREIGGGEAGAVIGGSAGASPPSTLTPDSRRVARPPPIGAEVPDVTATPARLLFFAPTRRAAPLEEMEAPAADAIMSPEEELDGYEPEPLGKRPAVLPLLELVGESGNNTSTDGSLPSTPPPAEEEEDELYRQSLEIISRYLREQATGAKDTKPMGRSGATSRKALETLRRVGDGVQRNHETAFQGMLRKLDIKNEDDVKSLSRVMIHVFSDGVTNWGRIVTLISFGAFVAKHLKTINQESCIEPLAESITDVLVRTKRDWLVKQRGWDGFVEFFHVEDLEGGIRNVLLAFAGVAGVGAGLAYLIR
Bim-Bcl-2: human Bim-Bcl-2 interaction inhibition; 190,000 tested, 0.06% active; Bead-based flow cytometry, Bim peptide-Bcl-2 binding; inhibition, % at 10 µM; P10415; in the data active = inhibition above about 40%; inconclusive = no clear call, values can overlap the other calls;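 also: 0% = no compound wells with probe peptide and 100% = reference peptide inhibitor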
Target sequence (P10415 whole entry, looked up): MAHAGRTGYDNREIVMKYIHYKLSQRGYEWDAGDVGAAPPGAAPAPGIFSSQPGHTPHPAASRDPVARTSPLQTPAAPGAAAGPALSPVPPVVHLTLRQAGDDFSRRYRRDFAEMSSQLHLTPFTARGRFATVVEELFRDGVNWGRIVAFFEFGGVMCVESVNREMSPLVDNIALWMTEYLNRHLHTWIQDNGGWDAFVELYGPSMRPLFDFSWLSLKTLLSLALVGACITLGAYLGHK
Bim-Bcl-W: human Bim-Bcl-W interaction inhibition; Q92843; bead-based flow cytometry, Bim peptide-Bcl-W binding; inhibition, % at 10 µM; 190,000 tested, 0.02% active;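 also: 0% = bound tracer without compound and 100% = peptide blocker; higher means less fluorescent Bim peptide bound to Bcl-W beads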
RGS4-Gao reg: human RGS4-Galphao interaction regulation; P09471; Multiplexed bead flow cytometry, RGS4-Galphao binding; actives lie on both sides; binding response (% of control), % at 10 µM; 220,000 tested, 0.33% active; AID 1415; in the data active = binding response below about 49% or above about 150%; inactive = in between;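 also: fluorescent Galphao activated with aluminum fluoride binding bead-coupled RGS4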
Mcl-1 Bim block: disrupts Bim peptide binding to human Mcl-1; Bead-based flow cytometry, Bim peptide-Mcl-1 binding; inhibition, % at 10 µM; 190,000 tested, 0.1% active; AID 1009;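 also: 0% = no compound tracer wells and 100% = peptide blocker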
RGS8-Gao: modulates binding of RGS8 to human Galphao. P09471. multiplexed bead flow cytometry; actives lie on both sides. response (percent of control binding), % at 10 µM. 220,000 tested, 0.34% active. AID 1423; in the data active = response below about 60% or above about 140%; inactive = in between;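 also: Galphao activated as the GDP aluminium fluoride complex binding bead-coupled RGS8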
GSH bead fluor: GSH bead compound fluorescence profile; 190,000 tested, 0.25% active; AID 1776; GSH beads flow cytometry, compound fluorescence 488/530 nm; stronger effect = higher value; fluorescence (KMESF) at 10 µM; in the data active = fluorescence above about 89;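 also: glutathione beads carrying GST-tagged Bcl family fusion proteins plus one bare bead set; values are compound well signal with DMSO vehicle wells as background; inactives centre near 16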
* hit, by the source's call; u = inconclusive; x = not tested or not shown. Rule as the data show it, unless noted: active = inhibition above about 40%.

| RGS7-Gao | Bim-Bfl-1 | Bcl-XL Bim block | Bcl-B Bim block | Bim-Bcl-2 | Bim-Bcl-W | Mcl-1 Bim block | GSH bead fluor | RGS8-Gao | Mcl1-Bid inh | RGS4-Gao reg | Compound |
| --- | --- | --- | --- | --- | --- | --- | --- | --- | --- | --- | --- |
| 95 | 2 | -1 | 0 | 0 | -2 | -1 | 72 | 88 | -18 | 84 | O=C(CN1CCN(S(=O)(=O)c2ccccc2[N+](=O)[O-])CC1)NC(=O)NCc1ccco1 |
| 95 | -15 | -6 | -6 | -6 | 0 | -1 | 33 | 78 | 1 | 96 | CCN(C(=O)c1c(C)cc(=O)oc1C)c1ccc2c(c1)OCO2 |
| 99 | -6 | -2 | -7 | -4 | -2 | -3 | 13 | 99 | 4 | 98 | C/C(Cl)=C\COc1cc(C)nc2c(Br)cccc12 |
| 91 | -11 | 0 | -14 | -9 | -1 | -4 | 32 | 94 | 12 | 92 | Cc1ccc2cc(CN(CC(C)C)C(=O)C3CCCO3)c(=O)[nH]c2c1 (stereo not drawn) |
| 110 | 6 | -5 | -7 | 2 | -2 | -5 | 5 | 96 | -18 | 103 | COC(=O)c1c(NC(C)=O)sc2c1CCCCC2 |
| 94 | 0 | -6 | -10 | -3 | -5 | -4 | 16 | 95 | -28 | 92 | COc1ccc2nc(NNC(=O)C3COc4ccccc4O3)sc2c1 (stereo not drawn) |
| 104 | -9 | -7 | -10 | -16 | -3 | -1 | 15 | 100 | -21 | 103 | CC/C(=N\NC(=O)c1ccoc1C)c1ccc(C)o1 |
| 98 | -8 | 0 | -3 | -1 | 2 | 3 | 6 | 102 | -9 | 99 | COc1cccc(-c2ccc(C#N)c(OC(=O)c3ccc(Cl)cc3)n2)c1 |
| 107 | -4 | -1 | -8 | 0 | -2 | -1 | 15 | 106 | -10 | 108 | CCOc1ccc(NC(=O)COn2nnc3ccc(S(=O)(=O)N4CCOCC4)cc32)cc1 |
| 101 | -4 | -16 | -1 | -4 | -11 | -25 | 9 | 99 | -2 | 101 | O=C(/C=C/c1cccc(F)c1)Nc1nccs1 |
| 102 | -15 | -6 | -14 | -13 | -2 | -5 | 29 | 100 | -13 | 98 | O=C(Nc1cccc(NC(=O)c2ccc(-c3cccc(Br)c3)o2)c1)c1ccco1 |
| 103 | 0 | 1 | -2 | 5 | 3 | 2 | 7 | 103 | -44 | 102 | CCN(CC)c1ccc(/C=N/N2C(=O)c3ccccc3C2=O)cc1 |
| 98 | 0 | 0 | -1 | 1 | -2 | -1 | 30 | 99 | -23 | 99 | O=C(N/N=C/c1ccc(Br)o1)/C(=C/c1ccc([N+](=O)[O-])cc1)NC(=O)c1ccccc1 |
| 98 | -10 | 0 | -4 | -4 | 0 | 0 | 15 | 100 | -12 | 104 | Cc1cc(-c2cccs2)nc(-n2cccc2)n1 |
| 100 | -1 | -2 | -3 | -2 | 1 | -3 | 13 | 103 | -2 | 103 | C=C(C)C1CC=C(C)/C(=N/NC(=O)C2CC2c2ccccc2)C1 (stereo not drawn) |
| 89 | -4 | -1 | -2 | -3 | 1 | 0 | 24 | 102 | -22 | 96 | O=C(Nc1cccnc1)c1ccc(N2CCCC2)c([N+](=O)[O-])c1 |
| 102 | -1 | -5 | 1 | -4 | -2 | 0 | 12 | 97 | 45 | 100 | CN1CCN(CC(=O)Nc2ccc(OCc3ccccc3)cc2)CC1 |
| 102 | 0 | -3 | -6 | 0 | -2 | 0 | 7 | 105 | 60* | 98 | CCOc1ccc2nc(NC(=O)/C=C/c3ccc4c(c3)OCO4)sc2c1 |
| 104 | -12 | 2 | -6 | -6 | 4 | -2 | 37 | 100 | -24 | 104 | CCSc1nc2c(c(=O)[nH]c(=O)n2C)n1Cc1ccc(Cl)cc1 |
| 98 | -19 | -11 | -11 | -7 | -7 | -8 | 19 | 99 | 42 | 100 | COc1ccc(/C=C2/SC(=O)N(CCC(=O)Nc3ccc(S(=O)(=O)Nc4nccs4)cc3)C2=O)cc1 |
| 102 | -5 | -7 | -8 | -7 | -6 | -4 | 11 | 99 | 7 | 101 | CCCNC(=O)COc1ccccc1[N+](=O)[O-] |
| 101 | -7 | -4 | -5 | 0 | 2 | 0 | 5 | 101 | -14 | 104 | CCOc1ccc(S(=O)(=O)Nc2nc3ccc(OC)cc3s2)cc1 |
| 99 | -1 | -4 | -8 | -1 | -1 | -1 | 12 | 102 | 1 | 98 | CCOc1ccc(OCC(=O)Nc2ccc(S(N)(=O)=O)cc2)cc1 |
| 104 | -3 | -4 | -9 | -8 | -6 | -6 | 4 | 101 | -2 | 102 | O=C(COc1ccc([N+](=O)[O-])cc1Cl)NCCc1ccccc1 |
| 91 | 13 | 1 | -36 | 20 | 3 | 12 | 18 | 98 | -38 | 97 | CCCN1C(=O)/C(=C/c2ccc(OCC(=O)OCC)cc2)NC1=S |

(cont.)
| RGS7-Gao | Bim-Bfl-1 | Bcl-XL Bim block | Bcl-B Bim block | Bim-Bcl-2 | Bim-Bcl-W | Mcl-1 Bim block | GSH bead fluor | RGS8-Gao | Mcl1-Bid inh | RGS4-Gao reg | Compound |
| --- | --- | --- | --- | --- | --- | --- | --- | --- | --- | --- | --- |
| 100 | -2 | 3 | -2 | -2 | -2 | -5 | 27 | 95 | -34 | 95 | Cc1ccc2nc3c(cc2c1)c(NC(=O)c1cccnc1)nn3C |
| 90 | -1 | -1 | 0 | 0 | 0 | 0 | 50 | 102 | -53 | 92 | Oc1ccc(N2CCN(C(c3ccncc3)c3nnnn3C3CCCC3)CC2)cc1 (stereo not drawn) |
| 102 | -7 | -10 | -5 | -2 | 1 | 2 | 27 | 106 | -9 | 106 | COc1ccc2nc(C)cc(SCC(=O)Nc3c(C)cc(C)cc3C)c2c1 |
| 106 | -4 | -2 | -7 | -8 | -1 | -1 | 16 | 105 | -23 | 107 | CCOC(=O)c1ccc(N/C=C2\CCCCC2=O)cc1 |
| 96 | -3 | 0 | 0 | 4 | 3 | -6 | 18 | 100 | -139 | 102 | COc1ccc(-c2c(O)c(C#N)c(-c3ccccc3)n(-c3ccc(OC)cc3)c2=O)cc1 |
| 102 | -6 | 3 | -5 | 0 | 2 | 0 | 10 | 102 | 0 | 100 | CCN1CCN(CC(=O)N2N=C(c3ccc(OC)cc3)CC2c2ccc(OC)cc2)C(=O)C1=O (stereo not drawn) |
| u | -4 | -3 | -4 | -3 | -3 | -1 | 13 | 101 | -13 | 99 | COc1ccccc1Nc1nc(Cl)nc(NC(C)(C)C)n1 |
| 99 | 5 | 2 | 0 | 3 | 0 | 5 | 21 | 99 | -10 | 102 | CSc1nc2nc3c(cc2c(=O)n1-c1ccccc1)COC(C)(C)C3 |
| 100 | -6 | 0 | -2 | 0 | 2 | 3 | 27 | 101 | -59 | 100 | CCC(C)c1c(O)nc(SCC(=O)N2CCOCC2)[nH]c1=O (stereo not drawn) |
| 100 | -3 | 0 | -2 | -1 | -2 | -2 | 12 | 99 | 3 | 100 | C#CC[N+]1(CC#Cc2ccccc2)CCCCC1 |
| 101 | 0 | -4 | -1 | 0 | -2 | -3 | 9 | 102 | -12 | 100 | O=C(CNCc1ccc(F)cc1)Nc1ccccc1-c1ccccc1 |
| 102 | -1 | -2 | -2 | 0 | -4 | 0 | 16 | 101 | -7 | 100 | O=C(CN1CCCCCC1)Nc1cccc(Br)c1 |
| 104 | -11 | -8 | -3 | -9 | 3 | 0 | 32 | 103 | -7 | 102 | Cc1cc2cc(C)c3nnc(SCC(=O)NCc4ccc5c(c4)OCO5)n3c2cc1C |
| 99 | -2 | -2 | -2 | 0 | 1 | 0 | 23 | 98 | -61 | 97 | O=C(C1CCCO1)N1CCN(C(=S)Nc2ccc(F)c(Cl)c2)CC1 (stereo not drawn) |
| 98 | 3 | 0 | 3 | 4 | 4 | 1 | 9 | 101 | 3 | 102 | CCn1c(=O)n(-c2ccc(Cl)cc2)c(=O)c2c3c(sc21)COC(C)(C)C3 |
| 116 | -6 | 0 | -4 | -1 | 1 | 0 | 14 | 117 | -31 | 115 | O=C(CNC(=O)c1ccccc1O)N/N=C/c1ccccn1 |
| 102 | -4 | -4 | -3 | -6 | -1 | 0 | 18 | 103 | -29 | 100 | CCOC(=O)c1cnc(N)nc1C(F)(F)F |
| 102 | -9 | 0 | -1 | -6 | 2 | 0 | 12 | 107 | 22 | 105 | O=P(COCCOCP(=O)(c1ccccc1)c1ccccc1)(c1ccccc1)c1ccccc1 |
| 101 | 0 | -2 | -2 | -4 | -2 | -3 | 17 | 102 | -5 | 100 | O=C(CSCc1c(Cl)cccc1Cl)NCc1ccco1 |
| 99 | 0 | 1 | -1 | 0 | 0 | 3 | 35 | 99 | x | 99 | COC(=O)c1c(-n2cnnn2)sc(C)c1C |
| 98 | -12 | -4 | -6 | -10 | -2 | -5 | 56 | 102 | -8 | 98 | O=C(CCc1nnc(COc2ccccc2)o1)NCc1ccccc1C(F)(F)F |
| 97 | -2 | 0 | 0 | 0 | 0 | 1 | 18 | 99 | -81 | 97 | CCOc1ccccc1NC(=O)C(=O)N/N=C/c1cc(Br)ccc1O |
| 108 | -1 | -7 | -2 | 0 | -3 | -3 | 35 | 112 | -24 | 112 | O=C(Cn1nnc(-c2ccc(Cl)cc2)n1)NC1CCN(Cc2ccccc2)CC1 |
| 102 | -5 | -4 | -4 | 0 | 2 | -1 | 23 | 102 | -27 | 100 | CCn1c(SC2CCOC2=O)nnc1-c1ccc(Cl)cc1 (stereo not drawn) |

Exported with two lines to a compound: 12 of the compounds above
Fields – RGS7-Gao, Bim-Bfl-1, Bcl-XL Bim block, Bcl-B Bim block, Bim-Bcl-2, Bim-Bcl-W, Mcl-1 Bim block, GSH bead fluor, RGS8-Gao, Mcl1-Bid inh, RGS4-Gao reg
> COc1ccccc1Nc1nc(Cl)nc(NC(C)(C)C)n1
    u, -4, -3, -4, -3, -3, -1, 13, 101, -13, 99
> CSc1nc2nc3c(cc2c(=O)n1-c1ccccc1)COC(C)(C)C3
    99, 5, 2, 0, 3, 0, 5, 21, 99, -10, 102
> CCC(C)c1c(O)nc(SCC(=O)N2CCOCC2)[nH]c1=O (stereo not drawn)
    100, -6, 0, -2, 0, 2, 3, 27, 101, -59, 100
> C#CC[N+]1(CC#Cc2ccccc2)CCCCC1
    100, -3, 0, -2, -1, -2, -2, 12, 99, 3, 100
> O=C(CNCc1ccc(F)cc1)Nc1ccccc1-c1ccccc1
    101, 0, -4, -1, 0, -2, -3, 9, 102, -12, 100
> O=C(CN1CCCCCC1)Nc1cccc(Br)c1
    102, -1, -2, -2, 0, -4, 0, 16, 101, -7, 100
> Cc1cc2cc(C)c3nnc(SCC(=O)NCc4ccc5c(c4)OCO5)n3c2cc1C
    104, -11, -8, -3, -9, 3, 0, 32, 103, -7, 102
> O=C(C1CCCO1)N1CCN(C(=S)Nc2ccc(F)c(Cl)c2)CC1 (stereo not drawn)
    99, -2, -2, -2, 0, 1, 0, 23, 98, -61, 97
> CCn1c(=O)n(-c2ccc(Cl)cc2)c(=O)c2c3c(sc21)COC(C)(C)C3
    98, 3, 0, 3, 4, 4, 1, 9, 101, 3, 102
> O=C(CNC(=O)c1ccccc1O)N/N=C/c1ccccn1
    116, -6, 0, -4, -1, 1, 0, 14, 117, -31, 115
> CCOC(=O)c1cnc(N)nc1C(F)(F)F
    102, -4, -4, -3, -6, -1, 0, 18, 103, -29, 100
> O=P(COCCOCP(=O)(c1ccccc1)c1ccccc1)(c1ccccc1)c1ccccc1
    102, -9, 0, -1, -6, 2, 0, 12, 107, 22, 105
